# mcGAS RapidFire = inhibitors of Mus musculus cyclic GMP-AMP synthase, initial high-throughput assay, cell-free, RapidFire MS. AID 1259397, 2018. Q8C6L5. inhibition, % at 12.5 µM. recombinant mouse cGAS, cGAMP by RapidFire MS. hit rate 0.18% among 130,000;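 active means inhibition of cGAS enzyme activity at or above 60%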;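 further: enzyme stimulated by 45 bp dsDNA with ATP and GTP substrates; cGAMP share of summed cGAMP plus half ATP and half GTP signals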
# Target sequence (Q8C6L5 whole entry, looked up): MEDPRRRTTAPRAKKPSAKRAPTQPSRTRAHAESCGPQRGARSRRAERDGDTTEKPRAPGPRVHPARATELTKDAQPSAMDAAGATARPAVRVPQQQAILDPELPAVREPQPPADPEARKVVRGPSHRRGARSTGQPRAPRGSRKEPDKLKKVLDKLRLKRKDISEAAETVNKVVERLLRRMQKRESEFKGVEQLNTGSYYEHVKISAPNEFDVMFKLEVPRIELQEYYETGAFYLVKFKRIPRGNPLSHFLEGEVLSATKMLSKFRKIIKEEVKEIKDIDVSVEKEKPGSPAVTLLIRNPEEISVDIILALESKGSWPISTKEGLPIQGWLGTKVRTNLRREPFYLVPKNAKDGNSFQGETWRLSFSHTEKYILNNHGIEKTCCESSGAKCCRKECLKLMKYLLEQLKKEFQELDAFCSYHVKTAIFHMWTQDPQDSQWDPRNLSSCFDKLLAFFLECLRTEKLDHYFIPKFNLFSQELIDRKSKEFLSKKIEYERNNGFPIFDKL
# An asterisk follows results filed as active; & = joins results of further samples.
molecule | mcGAS RapidFire
Cc1nnc2sc(Cc3c(F)cccc3Cl)nn12 | -14
COc1ccc(C2Nc3ccccc3N=C3CC(c4ccccc4)CC(=O)C32)cc1OC (centres undefined) | -2
COc1ccc(C(C)C)cc1S(=O)(=O)N1C[C@H]2C[C@H](O)[C@H](O)C[C@H]2C1 | -17
Cc1ccc(C=C2SC(=S)N(C3CCCCC3)C2=O)o1 | -6
COc1cc2c(cc1CN1CCN(c3ncc(F)cn3)CC1)OCCCO2 | -6
CCN(CC)Cc1cnc2c(C(=O)NC3CCCCC3)cnn2c1 | -12
O=C(CCc1nc2ccccc2[nH]c1=O)N1CCCC1c1ccccn1 (centres undefined) | -28
COc1cc2ncnc(Nc3ccc(F)c(Cl)c3)c2cc1OCCCN1CCOCC1 | -4
COc1cc(C2NC(=O)c3ccccc3N2C)cc2c1OCCO2 (centres undefined) | 0
CNc1snc(C)c1C(=O)OC(C)C(=O)NC1CCCCC1 (centres undefined) | 27
CC(=O)NCCc1ccc(C(=O)Cn2cnc3ccsc3c2=O)s1 | -7
Cc1ccnc(NC(=O)c2ccc(=O)n(Cc3cccc(C(F)(F)F)c3)c2)c1 | -6
COc1ccccc1-n1cc(C(=O)N2CCCC(O)(CN(C)C)CC2)cn1 (centres undefined) | -15
O=C1C[C@H]2CC[C@@H](CN1)N2C(=O)C1CCN(c2ncccn2)CC1 | -12
O=C(CN(Cc1ccc(F)cc1)C1CC1)Nc1nnc(-c2ccco2)o1 | -5

molecule | mcGAS RapidFire
Cc1nc(CN2CCCC(N(C)Cc3cn4ccccc4n3)C2)no1 (centres undefined) | -9
CC(C)N(Cc1nccn1C)C(=O)C(=O)c1cccs1 | -1
CN(Cc1ccc(F)cc1F)c1ccc2nnc(C3CC3)n2n1 | 2
CCc1nnsc1C(=O)Nc1ccc(S(N)(=O)=O)cc1 | 8
CCOc1ccccc1N(CC(=O)NC(C)(C)C)S(=O)(=O)c1ccc(C)cc1 | -8
CC(C)NC(=O)c1nnc2n1CCN(Cc1ccc(Cl)c(F)c1)C2 | -5
CSc1ccc(-c2nccn2CC2CCCOC2)cc1 (centres undefined) | -3
C[C@@H]1Cc2nc(C(C)(C)C)ncc2C(=O)N1Cc1cc(F)ccc1Cl | -3
CNC(c1cc2ccccc2[nH]1)c1nnnn1-c1ccc(Cl)cc1 (centres undefined) | -1
CCn1ncnc1CN1CCCN(Cc2ccc(F)cc2)C(C(C)C)C1 (centres undefined) | -23
O=C(COc1cc(Cl)ccc1Cl)NC(c1ccccc1)C1CC1 (centres undefined) | 0
O=C(O)c1cnc(/C=C/c2cc(Br)cs2)s1 | 19
COc1ccc(-c2nc3n(n2)C(c2ccccn2)C(C(=O)Nc2ccccc2OC)=C(C)N3)cc1 (centres undefined) | -5
COc1ccccc1CNC(=O)C(C)Sc1nnnn1C(C)(C)C (centres undefined) | -3
O=c1cc(CSc2nnc(-c3cccnc3)o2)c2cc3c(cc2o1)CCC3 | -6

molecule | mcGAS RapidFire
CC1Oc2ccc(C#N)cc2N(Cc2ccc(OC(F)(F)F)cc2)C1=O (centres undefined) | -20
Cc1cc(C)n(CC(C)NC(=O)c2cccc(NCc3cccnc3)c2C)n1 (centres undefined) | -17
O=C(Nc1ccc(Oc2ccccc2F)cc1)C1CCN(C(=O)CCc2ccccc2)CC1 | -2
CCOC(=O)c1nn(-c2ccc(F)cc2)c(=O)cc1OC | 1
S=C(NCc1ccc2c(c1)OCO2)NCc1ccc2c(c1)OCO2 | -7
CC(=O)Nc1cccc(C(=O)Nc2ccc(Br)cc2F)n1 | -11
CN(c1ccc2ccccc2n1)S(=O)(=O)CC1CCOC1 (centres undefined) | -2
CNC(=O)c1ccc(S(=O)(=O)N(C)c2ccc(Cl)cn2)cc1 | -5
COc1ccc2ccccc2c1C1CC(c2cccs2)=NN1C(C)=O (centres undefined) | -6
CN(C)S(=O)(=O)N1CCC2(CCCN(CCCc3ccccc3)C2=O)C1 (centres undefined) | -9
Cc1ccc(C)c(N(C)CC(=O)NCc2ccc(S(N)(=O)=O)cc2)c1 | -9
Cn1c(=O)c(C#N)cn(Cc2ccc(Cl)c(Cl)c2)c1=O | -2
CCCC(=O)N1CCC1(C)C(=O)NS(=O)(=O)c1ccc(F)cc1F (centres undefined) | -5
S=C(NCC1CCCO1)N1CCN(C(=S)NCC2CCCO2)CC1 (centres undefined) | -8
COc1ccc(-c2nnc(CNC(c3ccc(C)cc3)C3CC3)o2)cc1 (centres undefined) | -3

molecule | mcGAS RapidFire
CCOC(=O)c1csc2c1CCC(Br)(Br)C2=O | -5
COc1ccc(-c2cnnc(NCCCSC)n2)c(OC)c1 | -7
COc1coc(C(=O)Nc2ccc(C)c(F)c2)cc1=O | -7
CC1CCCN(S(=O)(=O)c2ccc(NS(=O)(=O)C=Cc3ccccc3)cc2)C1 (centres undefined) | -8
COC(=O)c1ccc(S(=O)(=O)N2CCc3c(ncnc3N(C)C)C2)n1C | -5
CCCc1ccc(C(NC(=O)C2=COCCO2)c2cccs2)cc1 (centres undefined) | 3
CCOc1cc(C(=O)N(C)C)ccc1NC(=O)C1CC1c1ccco1 (centres undefined) | -14
COc1ccc(C2(C)NC(=O)N(Cc3ccccc3C#N)C2=O)cc1OC (centres undefined) | -4
CCCC(=O)O[C@]1(C(=O)CO)CCC2[C@@H]3CCC4=CC(=O)CC[C@]4(C)C3[C@@H](O)C[C@@]21C (some centres undefined) | -10
CNC(=O)C1CN(C(=O)C(C)Oc2ccc(C)cc2)c2ccccc2O1 (centres undefined) | -3
CC(C)c1cc(NC(=O)Cc2ccccc2Cl)n[nH]1 | -11
CC(=O)Nc1cccc(CNc2ccc(Br)cn2)c1 | -16
CNC(=O)c1ccc(CN(C)S(=O)(=O)c2ccc(F)c(C)c2)o1 | -15&-6
CCC(C(=O)N1CCC(O)(c2ccc3nc(C)ccc3c2)CC1)n1cccn1 (centres undefined) | 7
O=C(NCCC(=O)N1CCCC1)c1ccc(-c2ccc(Cl)cc2)o1 | -9

molecule | mcGAS RapidFire
O=C(NCc1cccnc1)c1cc2ccccc2oc1=O | -2
Cc1c(C)n2c3c(=O)n(CCN4CCOCC4)c(=O)n(C)c3nc2n1Cc1ccco1 | -6
O=S1(=O)CCC(N2CCN(c3ncnc4sccc34)CC2)C1 (centres undefined) | -3
Cc1nn(CC(=O)N2CCCc3ccccc32)c(=O)c2c1cnn2C(C)(C)C | -5
CC(C)C(Oc1ccc(Br)cc1)C(=O)O (centres undefined) | -12
CN1Cc2ccccc2C2CCc3ccccc3C21 (centres undefined) | -7
CC(=O)Nc1ccsc1C(=O)N1CCN2C(=O)CN(C)C(=O)C2C1 (centres undefined) | -11
COc1cc(NC(=O)C(N)CC(C)C)cc2ccccc12 (centres undefined) | -9
CCn1ccnc1CNc1ccc(C(=O)N2CCC(Cn3cccn3)CC2)cn1 | -5
CN(C)c1cc(NC[C@H]2CCCO2)ncn1 | -8
Cc1noc(C)c1CSCC(=O)NCC1(O)CCC2(CC1)OCCO2 | 0
CCn1c(CN2CCN(C(=O)c3ccco3)CC2)nc2c1c(=O)n(C)c(=O)n2C | 3
CCN(CC)S(=O)(=O)c1cccc(C(=O)NC(C)CCC2CCCO2)c1 (centres undefined) | 6
O=C(NCc1csc(-c2cnccn2)n1)c1cc2ccccc2s1 | -26
N#Cc1nn(CN2CCC3(CC2)OCCO3)c2ccc(Cl)cc12 | -8

# Gathered by group: the entries above with a cyano group.
molecule | mcGAS RapidFire
CC1Oc2ccc(C#N)cc2N(Cc2ccc(OC(F)(F)F)cc2)C1=O (centres undefined) | -20
Cn1c(=O)c(C#N)cn(Cc2ccc(Cl)c(Cl)c2)c1=O | -2
COc1ccc(C2(C)NC(=O)N(Cc3ccccc3C#N)C2=O)cc1OC (centres undefined) | -4
N#Cc1nn(CN2CCC3(CC2)OCCO3)c2ccc(Cl)cc12 | -8

# (more compounds)
molecule | mcGAS RapidFire
COc1ccc(-n2nc(-c3ccc(OC)cc3OC)cc2C(=O)O)cc1 | -3
CC(Cn1cncn1)NCc1cccnc1Oc1ccc(F)c(F)c1 (centres undefined) | -3
CC(=O)N1CCc2cc(S(=O)(=O)N(C)c3ccccc3C(N)=O)ccc21 | -8
O=C1CCCN1C1CCN(Cc2nnc(C3CC3)o2)CC1 | 11
O=C(Nc1nccs1)C1=CC=CN2CCS(=O)(=O)N=C12 | -12
O=C1NC(c2ccccc2)(C(F)(F)F)C(=O)N1CN(C1CCCC1)C1CC1 (centres undefined) | 14
Cc1nnc(Oc2cccc(C(N)=O)c2)c(C#N)c1C | 4
C=CCc1c(C)c(C#N)c2nc3ccccc3n2c1NCCN(CC)CC | -9
CC(=O)NC(C)C(=O)NS(=O)(=O)N1CCOc2ccccc21 (centres undefined) | 3
CC(C)c1ccc(C2(C)NC(=O)N(CC(=O)Nc3ccc(Cl)cc3)C2=O)cc1 (centres undefined) | 13
CCCCc1nc2sc3c(NCCCO)ncnc3c2c2c1COC(C)(C)C2 | -31
O=C(/C=C/c1ccsc1)CC(O)(c1ccccc1)C(F)(F)F (centres undefined) | 23
CN(C)c1ccc(C(=O)NCCc2ccccc2)cn1 | 2
COc1ccc(Cn2cccc2C2=NCCO2)cc1 | -8
COCCCn1c(SC(C)C)nc2cc(C(=O)OC)ccc2c1=O | -1

Molecule	mcGAS RapidFire
O=C(Cc1ccsc1)OCC(=O)C12CC3CC(CC(C3)C1)C2	-7
COc1cccc(CC(=O)NCc2cccc(SC)c2)c1	-13
Cc1ccc(-n2ccc3c(cnc4ncnn43)c2=O)c(Cl)c1	-5
COc1ccc(C2CCCN2C(=O)Nc2cccnc2)cc1 (centres undefined)	-5
Clc1ccc(C(c2ccccc2Cl)C(Cl)Cl)cc1 (centres undefined)	-7
COCC(O)CNC(=O)Nc1cc(OC)c(C(=O)OC)cc1Cl (centres undefined)	2
O=C(Nc1ccccc1-n1cnnn1)N1CCN(c2cnccn2)CC1	-12
CN(Cc1ccccc1O)C(=O)c1cc(C2CC2)n(C(C)(C)C)n1	-2
COc1ccc(-c2nc(Nc3ccc(Cl)nc3)sc2C)cc1	0
Clc1ccc(CN2CCC(OCc3cccnc3)CC2)s1	-13
COc1cc(NC(=O)CCC2CCCN(C(=O)C(=O)c3ccco3)C2)cc(OC)c1 (centres undefined)	-8
CSc1ccc2cc(CN(C)Cc3nncn3C)c(=O)[nH]c2c1	-6

Molecule	mcGAS RapidFire
CCC(C)N(Cc1cc(N)ccc1N(C)C)C(=O)C1CC1 (centres undefined)	-7
Cc1ccc(NC(=O)CNC(=O)c2cnc3ccnn3c2C)c(F)c1	-11
Cc1nc(CN(C)C2CC3CCC(C2)N3Cc2ccccc2)oc1C (centres undefined)	1
O=C(NCCNC(=O)C1CC2(CCNCC2)CN1)c1ccc(F)cc1 (centres undefined)	0
Cc1nc(C)c(C(=O)Nc2c(C)nc3c(C)cccn3c2=O)s1	-10
CN1CCC(C)(C(=O)Nc2ccccc2Oc2ccccc2)C1 (centres undefined)	11
COc1ccc(-n2ncc(C(C)NCc3cccc(SC)c3)c2C)cc1 (centres undefined)	-4
C[C@@H]1C[C@@H](CC(=O)N(C)Cc2ccc3ncccc3c2)NC(=S)N1	3
O=C(Cn1cnc([N+](=O)[O-])n1)N1CCCC1	-6
Cn1c(=O)c2c(nc3n2CC(=O)N3c2ccc3c(c2)CCC3)n(C)c1=O	0
COC(=O)c1oc2cc(C)ccc2c1C	-2
COc1ncc(-c2nccn2CCc2cnn(-c3ccccc3)c2)cn1	-14

Molecule	mcGAS RapidFire
CC1(C)C2CC=C(CCOC(=O)NC(=O)c3ccc(Cl)cc3)C1C2 (centres undefined)	1
CC(OCc1ccccc1)C(=O)N1CCN(CCO)CC1 (centres undefined)	-1
CN(C)C(CNC(=O)Nc1cccc(OCc2cccnc2)c1)C1CCCCC1 (centres undefined)	-7
CCOC(=O)C=C1SCC(=O)N1CC(=O)OCC	-8
COCCCNc1nc(N)c([N+](=O)[O-])c(Nc2ccc(C)c(C)c2)n1	-9
CCc1nnc(CNc2ccc(C)c(C(F)(F)F)c2)n1C	-14
Cc1ccc(NC(=O)CNC(=O)c2ccccc2)cc1C	1
O=C(NCc1ccccc1)c1ccc(C(F)(F)F)cc1	-4
CCc1nn2c(nnc3c(=O)n(-c4ccc(F)c(Cl)c4)ccc32)c1-c1ccccc1	-15
O=C(Nc1cnc2n1CCCC2)c1ccc2sc3c(c2c1)CCNC3=O	-4
COCCC(=O)N1CCC(Oc2ccc(C(=O)NCc3ccon3)cc2)CC1	-4
COc1ccc2o/c(=N/NC(=O)c3ccc([N+](=O)[O-])cc3)c(-c3nc4ccccc4[nH]3)cc2c1	-7
O=C(c1cccnc1)N1N=C(c2ccccc2)CC1(O)C(F)(F)F (centres undefined)	1
O=C(OCc1nc2ccc(Cl)cc2n1CCO)c1ccccc1	24
Cc1cc(Cl)ccc1S(=O)(=O)N(C)c1cc(F)ccc1F	7

# In the list so far, 14 have a thiophene ring, fused or not:
Molecule	mcGAS RapidFire
CC(=O)NCCc1ccc(C(=O)Cn2cnc3ccsc3c2=O)s1	-7
CC(C)N(Cc1nccn1C)C(=O)C(=O)c1cccs1	-1
O=C(O)c1cnc(/C=C/c2cc(Br)cs2)s1	19
COc1ccc2ccccc2c1C1CC(c2cccs2)=NN1C(C)=O (centres undefined)	-6
CCOC(=O)c1csc2c1CCC(Br)(Br)C2=O	-5
CCCc1ccc(C(NC(=O)C2=COCCO2)c2cccs2)cc1 (centres undefined)	3
O=S1(=O)CCC(N2CCN(c3ncnc4sccc34)CC2)C1 (centres undefined)	-3
CC(=O)Nc1ccsc1C(=O)N1CCN2C(=O)CN(C)C(=O)C2C1 (centres undefined)	-11
O=C(NCc1csc(-c2cnccn2)n1)c1cc2ccccc2s1	-26
CCCCc1nc2sc3c(NCCCO)ncnc3c2c2c1COC(C)(C)C2	-31
O=C(/C=C/c1ccsc1)CC(O)(c1ccccc1)C(F)(F)F (centres undefined)	23
O=C(Cc1ccsc1)OCC(=O)C12CC3CC(CC(C3)C1)C2	-7
Clc1ccc(CN2CCC(OCc3cccnc3)CC2)s1	-13
O=C(Nc1cnc2n1CCCC2)c1ccc2sc3c(c2c1)CCNC3=O	-4

# Screening data as filed in PubChem BioAssay.

# Some of the compounds tested, so the mix of outcomes need not match the whole.
